# Bioassay records (PubChem)
# sdo1 growth: compounds rescuing growth of sdo1-depleted yeast, bone marrow failure model. S. cerevisiae sdo1-depleted JHY4D growth rescue, OD600 30 h; active compounds read high; pdr5 snq2 efflux-pump mutant strain. AID 817. hit rate 0.21% among 140,000. z-score at 10 µM;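 active = z-score above 3 at both the 24 hr and the 30 hr optical density reads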;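 also: z-score against mean and SD of all compound wells on the same plate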
# INS promoter inh: TRM-6 insulin promoter activity inhibition; AID 1273; hit rate 0.9% among 130,000; TRM-6 cells (human fetal islet line), insulin promoter-eGFP reporter, imaging; reporter expression induced with tamoxifen; inhibition, % at 2 µM;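 active = inhibition above the mean plus 3 SD, with well images judged a real hit on visual review, cut at about 60% in these data, passing the limit was not always enough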
# sdo1 growth Rescue 24 h: also measured in sdo1 growth; calls as there; z-score; S. cerevisiae sdo1-depleted JHY4D growth rescue, OD600; measured here: growth rescue at 24 h;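 0 is the plate mean of compound wells and units are plate SD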
# Starred values were filed as active, the others as inactive; x = not tested or not shown. Compounds as they come, and some 0.99% of all compounds hit somewhere here.
SMILES,sdo1 growth,sdo1 growth Rescue 24 h,INS promoter inh
Cc1ccc(-c2ccc(CCC(=O)O)n2C(C)C)cc1,0.91,2.5,x
OC(COc1ccc(Cl)cc1)CN1CCCCC1 (stereo not drawn),0.05,-0.8,21
CC(=O)N1CCN(c2ccccc2NC(=O)COc2cc(C)ccc2C(C)C)CC1,-0.56,0.08,-67
CCCCNCc1cc(Br)c(OCc2cccs2)c(OC)c1,-1.4,-1.6,-43
CCOC(=O)N1CCN(C(=O)CN2C(=O)COc3ccc(C(C)(C)C)cc32)CC1,0.22,0.02,x
CCOC(=O)c1sc2ncn(C(CC)C(=O)OC)c(=O)c2c1C (stereo not drawn),-0.69,-1.3,x
Cc1ccc(C)c(-n2c(-c3ccc4c(c3)OCO4)n[nH]c2=S)c1,-0.67,-1,-22
COc1ccc(C(O)c2nccc3cc(OC)c(OC)cc23)cc1OC (stereo not drawn),x,x,-50
CCC(=O)NCc1nc2ccccc2n1Cc1ccccc1F,-0.58,-1.1,x
CCOC(=O)C1(C)NC(c2cccs2)C2C(=O)N(c3ccccc3)C(=O)C21 (stereo not drawn),x,x,-50
O=C1C2C3C=CC(C3)C2C(=O)N1c1ccccc1OS(=O)(=O)c1ccccc1 (stereo not drawn),-0.28,-0.11,-8
CCOC(=O)c1cc(CC)sc1NC(=O)C1CC(=O)NN1Cc1ccccc1 (stereo not drawn),-0.31,0.18,x
N#Cc1c(C(F)(F)F)cc(-c2ccc(Cl)cc2)[nH]c1=O,-0.01,-0.29,x
COc1ccc(CC(=O)Nc2cccc(-c3ccc4nnc(C)n4n3)c2)cc1OC,x,x,-25
CCc1cc(C(=O)O)c(NC(=O)C(c2ccccc2)c2ccccc2)s1,0.76,1.2,6
O=C(O)CCC(=O)OC1CC2CCC1C2 (stereo not drawn),0.56,-0.42,x
Cc1c(NC(=O)COC(=O)Cc2ccc(Cl)cc2)c(=O)n(-c2ccccc2)n1C,-0.12,-1.1,x
Cc1cccc(N(C(=O)Cn2nnc3ccccc32)C(C(=O)NCc2ccco2)c2ccncc2)c1C (stereo not drawn),0.17,-0.3,-9
COCCCN(C(=S)NC(=O)c1ccc(C(C)(C)C)cc1)c1c(N)n(Cc2ccccc2)c(=O)[nH]c1=O,0.38,-0.78,43
O=C1NC(c2ccco2)Nc2sc3c(c21)CCN(Cc1ccccc1)C3 (stereo not drawn),-0.52,-0.95,x
COc1ccc(NC(=O)c2cc3n(n2)C(C(F)(F)F)CC(c2ccc4c(c2)OCO4)N3)cc1OC (stereo not drawn),-1.1,-0.62,x
COCCCNC(=O)c1ccc2c(=O)n(Cc3ccc4c(c3)OCO4)c(=S)[nH]c2c1,-0.2,0.71,18
Cn1c(CNc2cccc(Cl)c2)nnc1SCC(=O)OC1CCCCC1,-0.75,-0.27,15
CC1CCCCN1S(=O)(=O)c1ccc(C(=O)Nc2ccccc2-c2nc3ccccc3s2)cc1 (stereo not drawn),-0.29,0.25,-124
Cc1noc(C)c1CSCC(=O)N1CCN(c2ccc([N+](=O)[O-])cc2)CC1,0.12,-0.04,23
CN(CC(=O)NCc1ccc(Cl)cc1)S(=O)(=O)c1cccc2cccnc12,-1.1,-0.84,x
CCOC(=O)c1c(C)[n+]([O-])c2ccc3c(non3O)c12,x,x,-74
COC(=O)Cc1c(O)ccn(CCc2ccc(OC)c(OC)c2)c1=O,x,x,54
CC1(C)CC(=O)C2=C(C1)N(c1ccc(F)cc1)C(=O)C2(NC(=O)c1ccccc1)C(F)(F)F (stereo not drawn),0.29,0.01,19
COc1ccc(C2(C(=O)Nc3ccc(C)c(C)c3)CCOCC2)cc1,x,x,-75

# Some values from the results shown:
# sdo1 growth, `CN(CC(=O)NCc1ccc(Cl)cc1)S(=O)(=O)c1cccc2cccnc12` reads -1.1
# INS promoter inh, `COC(=O)Cc1c(O)ccn(CCc2ccc(OC)c(OC)c2)c1=O` reads 54

# Remaining list, next part
SMILES,sdo1 growth,sdo1 growth Rescue 24 h,INS promoter inh
COc1ccc(Cl)cc1C(=O)NCC#N,1.3,1.1,14
O=c1cc(CO)oc(CN2CCN(c3cccc(C(F)(F)F)c3)CC2)c1O,0.44,0.01,9
COc1ccc(OCCNS(=O)(=O)c2ccccc2)cc1,1.2,1.3,x
Cc1ccc(-c2cc(C(=O)NCCCn3ccnc3)c3ccccc3n2)s1,-0.17,-0.1,14
CCOC(=O)c1cn(CC(=O)Nc2ccc(C(C)C)cc2)nn1,-0.01,0.49,x
N/C(=N\OC(=O)c1ccccc1Cl)c1ccccn1,-0.94,-1.3,-17
COc1ccc(C2=CC(c3ccc(C)cc3)n3nnnc3N2)cc1 (stereo not drawn),-0.17,-0.42,43
CCN(CC)c1ccc(/C=N/Nc2nc(C)cc(=O)[nH]2)cc1,1.3,1.8,x
CC(=O)Nc1ccc(-n2c(C)ccc2C)cc1,x,x,-36
C[C@@H]1C=C[C@](Cc2ccccc2)(C(=O)NCCc2c[nH]c3ccccc23)N1C(=O)c1ccccc1,-1.8,-1.1,-32
CCn1c(SCc2ccc(C)cc2)nnc1-c1nn(-c2ccccc2)ccc1=O,-0.07,-0.02,x
CCOC(=O)C1=C(c2ccccc2)Nc2ncnn2C1c1cc(OC)ccc1OC (stereo not drawn),1.3,1.2,-339
CCn1c(NC(=O)c2ccco2)c(-c2ccccc2Cl)c(=O)c2ccccc21,0.52,0.39,90*
Cc1ccc(C(O)c2cccnc2)o1 (stereo not drawn),-0.82,-0.6,x
CC(NC(=O)CCOc1ccccc1)c1ccccc1 (stereo not drawn),-0.1,-0.18,x
CC(C)C(=O)Nc1ncc(Cc2ccccc2Cl)s1,x,x,40
Cc1ccc(C)n1-n1c(C)nc2scc(-c3ccccc3)c2c1=O,-1.1,-1,-471
NC(=O)C1CCN(C(=O)CN2CCCc3ccccc32)CC1,0.82,1.1,-41
Cc1cccc(N/C(N)=N/c2nc(C)c(Cc3ccccc3)c(=O)[nH]2)c1,x,x,-14
O=c1cc(CSc2nnc(COc3ccccc3)o2)c2ccccc2[nH]1,-0.05,-0.54,x
COc1ccc(C(C(=O)NC(C)(C)C)N(C(=O)CNC(=O)c2cccs2)c2ccc(C(C)C)cc2)cc1OC (stereo not drawn),-0.66,-0.97,-20
c1coc(-c2ccnc3ncnn23)c1,x,x,37
O=C(NC1CCCC1)c1ccc(Br)o1,0.3,-0.35,-7
Cc1nn(-c2nnc(NCc3ccccc3)nn2)c(C)c1Br,-0.68,0.31,-44
O=C(Nc1cc2c(cc1Br)OCCO2)c1cccs1,-0.07,0.43,-3
CC(Cc1ccccc1)NC(=O)C1CCCNC1=O (stereo not drawn),-0.05,-0.34,-7
COC(=O)c1ccc(CN2C(=O)NC3(CCCc4ccccc43)C2=O)o1 (stereo not drawn),0.61,-0.14,-7
N#CC1=C(N)OC2=C(C(=O)CCC2)C1C1CC=CCC1 (stereo not drawn),1.2,0.76,29
COc1ccc(CCNC(=O)CCC(=O)N2CCN(S(=O)(=O)c3ccccc3)CC2)cc1OC,1.2,1,-82
Cc1cccc(C)c1N(CC(=O)N/N=C/c1cc(Br)c(C)o1)S(C)(=O)=O,0.65,0.14,0

# Seven successive compounds already listed:
SMILES,sdo1 growth,sdo1 growth Rescue 24 h,INS promoter inh
Cc1nn(-c2nnc(NCc3ccccc3)nn2)c(C)c1Br,-0.68,0.31,-44
O=C(Nc1cc2c(cc1Br)OCCO2)c1cccs1,-0.07,0.43,-3
CC(Cc1ccccc1)NC(=O)C1CCCNC1=O (stereo not drawn),-0.05,-0.34,-7
COC(=O)c1ccc(CN2C(=O)NC3(CCCc4ccccc43)C2=O)o1 (stereo not drawn),0.61,-0.14,-7
N#CC1=C(N)OC2=C(C(=O)CCC2)C1C1CC=CCC1 (stereo not drawn),1.2,0.76,29
COc1ccc(CCNC(=O)CCC(=O)N2CCN(S(=O)(=O)c3ccccc3)CC2)cc1OC,1.2,1,-82
Cc1cccc(C)c1N(CC(=O)N/N=C/c1cc(Br)c(C)o1)S(C)(=O)=O,0.65,0.14,0

# Back to the main list; the 4 compounds before the break are reprinted first.
SMILES,sdo1 growth,sdo1 growth Rescue 24 h,INS promoter inh
COC(=O)c1ccc(CN2C(=O)NC3(CCCc4ccccc43)C2=O)o1 (stereo not drawn),0.61,-0.14,-7
N#CC1=C(N)OC2=C(C(=O)CCC2)C1C1CC=CCC1 (stereo not drawn),1.2,0.76,29
COc1ccc(CCNC(=O)CCC(=O)N2CCN(S(=O)(=O)c3ccccc3)CC2)cc1OC,1.2,1,-82
Cc1cccc(C)c1N(CC(=O)N/N=C/c1cc(Br)c(C)o1)S(C)(=O)=O,0.65,0.14,0
O=C(Nc1nncs1)C1c2ccccc2Oc2ccccc21,0.52,0.51,22
CCN1CCN(c2cc(C(C)(C)C)nc3c(-c4ccccc4)c(C)nn23)CC1,-1.9,-0.02,47
CCC(=O)Nc1cc(C)c(NC(=O)c2ccco2)cn1,0.11,0.11,10
O=[N+]([O-])c1cc(C2Nc3cccc4cccc(c34)N2)ccc1Cl,0.6,2.7,x
O=S(=O)(c1cccc(Cl)c1)N1CCCC1,0.56,0.4,-81
CCOC(=O)c1c(NC(=O)CN2CCCCC2)sc2c1CCCC2O (stereo not drawn),-0.87,-0.91,x
Cc1cc(C)cc(N(C(=O)Cn2nnc(-c3ccccc3)n2)C(C(=O)NC2CCCCC2)c2ccccn2)c1 (stereo not drawn),-0.89,-0.15,x
CSc1nc2c(c(C(F)(F)F)n1)CC(C)CC2 (stereo not drawn),0.92,-0.08,-3
CCOC(=O)C(Sc1ncc(C#N)c(N)n1)C(C)C (stereo not drawn),-0.38,-0.01,-16
CCC(=O)Oc1ccc(NC(=O)c2ccco2)cc1,x,x,35
O=C(CCN1C(=O)C2CC=C(Cl)CC2C1=O)Nc1ccccc1O (stereo not drawn),0.53,0.17,-6
O=c1[nH]n2c(=O)c3c([nH]c2c1N=Nc1cccc(Cl)c1)CCC3,-0.28,-0.48,-38
CCN(c1ccccc1)S(=O)(=O)c1ccc(OC)c(NC(=O)CNCC(C)O)c1 (stereo not drawn),1.1,0.59,-9
Cc1noc(C)c1C(=O)N1CCN(Cc2ccc3c(c2)OCO3)CC1,0.71,0.31,-37
CC1Nc2nc(NC(=O)C(C)(C)C)[nH]c(=O)c2N(C)C1C (stereo not drawn),0.53,-0.31,24
COc1ccc(N=C2NN=C(c3ccc4c(c3)OCCO4)CS2)cc1,0.1,-1,9
O=C(COC(=O)c1cc(S(=O)(=O)N2CCOCC2)ccc1O)NCCc1ccccc1,1,0.68,-19
COc1ccc(C2Nc3ccccc3C(=O)N2Cc2ccccc2)cc1Cn1nnc2ccccc21 (stereo not drawn),-0.32,0.18,-23
Cc1ccc(N2C(=O)NC(NC(=O)C(C)(C)C)(C(F)(F)F)C2=O)cc1 (stereo not drawn),0.86,0.29,x
CN1C(=O)C(O)(c2sc(N)nc2-c2ccccc2)c2ccccc21 (stereo not drawn),0.3,-0.23,-71
Cc1cccc(N(CC(=O)Nc2ccccc2F)S(C)(=O)=O)c1,0,-0.07,24
CS(=O)(=O)N1CCN(c2ccccc2NC(=O)c2ccco2)CC1,0.71,1.9,29
NC(=O)C1(N2CCCCC2)CCN(CC(=O)Nc2ccc(Oc3ccccc3)cc2)CC1,0.4,0.1,x
CC(=O)c1c(N2CCOCC2)nc(=S)n(-c2ccccc2)c1C,0.1,-0.72,-20
CN1C(=S)N(c2ccccc2)C(=O)/C1=C/c1cccs1,-1.1,-0.17,6
O=C(Cn1cnc2c(nnn2-c2cccc(Cl)c2)c1=O)N1CCCC1,-0.48,-0.46,x
CC(c1cccs1)N(Cc1ccco1)C(=S)Nc1ccccc1Cl (stereo not drawn),x,x,-13
Cc1ncc(CO)c(/C=N/NC(=O)c2ccccc2Br)c1O,1.1,0.9,x
CC(=O)NC1CC2CCCC(C1)N2S(=O)(=O)c1cccc(F)c1 (stereo not drawn),0.06,0.32,x
Cc1cc(C)c2ccc(C(=O)O)nc2c1O,-0.09,-0.59,-12

# With a hit mark in INS promoter inh, of those listed so far:
SMILES,sdo1 growth,sdo1 growth Rescue 24 h,INS promoter inh
CCn1c(NC(=O)c2ccco2)c(-c2ccccc2Cl)c(=O)c2ccccc21,0.52,0.39,90*

# The list continues.
SMILES,sdo1 growth,sdo1 growth Rescue 24 h,INS promoter inh
CCN(CC)C(C)C(=O)NCC1(c2ccccc2)CCOCC1 (stereo not drawn),1.2,1,-88
COCCNC(=O)CN1C(=O)CSc2ncccc21,1.3,1.5,x
CC1(C)Cc2nc3nc(SCC(=O)NCc4ccccc4)n(-c4ccccc4)c(=O)c3cc2CO1,0.53,0.11,-13
Cc1ccc(C)c(N=C2NC(=O)CS2)c1,0.67,-0.1,x
CCCCOC(=O)C(C)Nc1n[nH]c(=S)[nH]c1=O (stereo not drawn),0,-0.09,50
O=C(CSc1nnnn1-c1ccc(F)cc1)Nc1nc2ccccc2s1,-0.61,0.13,-23
CCc1ccc(C(=O)CN2C(=O)C(C)N(c3ccc(C)cc3)C2=O)cc1 (stereo not drawn),-0.65,-0.58,-24
COc1ccc(C2c3c(ccc4ccccc34)Oc3ncn4nc(-c5ccco5)nc4c32)cc1 (stereo not drawn),0.64,1.7,27
O=C1Nc2ccccc2C(O)(C(=O)N2CCCCC2)N1c1ccccc1 (stereo not drawn),0.44,-0.21,-21
CC(/C=N/NC(=O)c1ccncc1)=C\c1ccc(C(C)C)cc1,0.11,1.1,23
Cc1cc(C)n2nc(C(=O)NCc3ccco3)nc2n1,x,x,-362
COc1ccc(/C=C/S(=O)(=O)NCc2ccccc2)cc1OC,x,x,-36
COc1cc(NS(=O)(=O)c2cccc3nsnc23)c(C(=O)O)cc1OC,0.15,-0.43,13
Nc1cc(C(=O)OCC(=O)NCc2ccc(F)cc2)ccc1Cl,0.29,-0.08,-3
